Mdm2 MdmX PPI = inhibitors of human Mdm2/MdmX interaction. O15151+Q00987. SaOS-2 split-luciferase Mdm2/MdmX complementation, luminescence. inhibition, % at 8 µM. 330,000 tested, 3% active;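 active means inhibition of at least 50% at 8 µM in the primary screen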
APJ agonist = activates the human apelin receptor APJ. P35414. CHO-K1 APJ PathHunter beta-arrestin, luminescence; 0% DMSO wells, 100% apelin. activation, % at 20 µM. 330,000 tested, 0.11% active. AID 2520;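 active means activation more than six SD over the plate average, tested at 20 µM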;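 further: 0% = DMSO alone and 100% = apelin-13 at 10 nM; some results filed as inactive read as strong as hits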
Target sequence (P35414 whole entry, looked up): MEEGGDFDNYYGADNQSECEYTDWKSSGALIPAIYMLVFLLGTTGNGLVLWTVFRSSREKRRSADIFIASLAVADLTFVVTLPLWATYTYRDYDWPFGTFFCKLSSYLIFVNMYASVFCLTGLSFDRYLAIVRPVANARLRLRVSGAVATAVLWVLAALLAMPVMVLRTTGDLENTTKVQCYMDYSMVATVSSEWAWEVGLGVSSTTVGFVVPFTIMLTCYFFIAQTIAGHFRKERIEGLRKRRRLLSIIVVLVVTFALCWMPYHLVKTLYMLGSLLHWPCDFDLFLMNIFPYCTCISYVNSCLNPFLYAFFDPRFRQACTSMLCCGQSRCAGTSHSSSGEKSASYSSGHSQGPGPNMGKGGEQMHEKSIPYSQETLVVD
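system = engineered CHO-K1 APJ arrestin reporter cells | input = 1000 cells per well | timing = overnight seeding, 90 min compound at 25 °C, 1 h detection | measured by = enzyme-fragment complementation luminescence | read-out = beta-arrestin recruitment to APJ as agonist activity, luminescent signal | control set = negative DMSO alone, positive Apelin-13 at 10 nM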
tim10-1 inh = inhibits growth of tim10-1 mutant yeast. S. cerevisiae tim10-1 ts strain growth, BacTiter-Glo, 24 h. inhibition, % at 20 µM. 330,000 tested, 2.2% active. AID 463190;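 active means inhibition of at least 40%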;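 further: mutant grown at 25 °C; 0% = DMSO wells with yeast and 100% = wells holding no yeast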
TIM10 inh = growth inhibitors of TIM10 yeast strain | inhibition, % at 10 µM | S. cerevisiae TIM10 strain growth, BacTiter-Glo luminescence, 24 h | 330,000 tested, 1.4% active;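 active means inhibition of 40% or more at the single tested concentration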;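 further: wild-type TIM10 isogenic control strain grown at permissive 25 °C; 0% = DMSO yeast wells and 100% = minimal medium wells without yeast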
XBP1 UPR activ = adaptive UPR (XBP1) activation; 330,000 tested, 0.33% active; CHO-XBP1 luciferase reporter, IRE1-XBP1 UPR activation, luminescence; percent of tunicamycin response, DMSO as zero; activation, % at 20 µM;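 active means versus positive control, 20 µM dose yields 30% or more activation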;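 further: 100% = tunicamycin at 10 µg/mL and 0% = DMSO only wells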
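incubation = overnight seeding at 37 °C, 6 h compound treatment at 37 °C | assay system = CHO-XBP1 cells stably carrying IRE1-XBP1-driven luciferase reporter | input = 1000 cells per well | detection = luciferase luminescence | dosing = single point, 20 µM final compound, 1% DMSO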
NR3A LBD binder = NR3A (human) ligand-binding domain modulation. NR3A LBD differential scanning fluorimetry, Tm shift; 0% = protein alone, 100% = glycine-bound protein. Tm shift relative to glycine control, % at 25 µM. 340,000 tested, 2.5% active. AID 1259313;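 active means melting temperature shift of at least 10% of the positive control shift, at one fixed dose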
NLRP3 yeast inh = blocks the NALP3 inflammasome reconstituted in yeast; inhibition, % at 10 µM; Yeast reconstituted NLRP3/ASC/caspase-1, beta-gal luminescence, 24 h; 330,000 tested, 0.39% active;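 active means inhibition of 50% or more; inactive means inhibition below 50%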;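 further: plate controls were induced DMSO wells for no effect and uninduced yeast grown without galactose for full effect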
tim23-1 inh = tim23-1 yeast growth inhibition; AID 463212; S. cerevisiae tim23-1 growth, BacTiter-Glo luminescence, 24 h; inhibition, % at 20 µM; 330,000 tested, 1.3% active;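 active means growth inhibition of the mutant yeast at or above 50%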;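 further: temperature-sensitive mutant grown at 25 °C; plate controls were DMSO-treated mutant yeast for no effect and medium wells lacking yeast for full effect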
CHOP UPR activ = activators of apoptotic arm of unfolded protein response (CHOP) | CHO-CHOP luciferase reporter, UPR activation, luminescence; percent of tunicamycin response over DMSO baseline | AID 449763 | activation, % at 10 µM | 330,000 tested, 0.34% active;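 active means at 10 µM dose, activation of 40% or more, normalized to positive control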;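 further: 100% = tunicamycin at 10 µg/mL and 0% = DMSO alone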
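Material: CHO-CHOP cells, stable luciferase reporter of PERK-eIF2a-CHOP signalling; quantity: 500 reporter cells seeded per well; buffer or medium: F12 medium containing 10% fetal bovine serum; compound: one dose, 10 µM in 0.5% DMSO; incubation: 6 h compound treatment, 37 °C; measured by: Steady-Glo luciferase luminescence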
Numbers without * were called inactive.

molecule	Mdm2 MdmX PPI	tim10-1 inh	NR3A LBD binder	NLRP3 yeast inh	APJ agonist	CHOP UPR activ	XBP1 UPR activ	tim23-1 inh	TIM10 inh
COc1ccc(N(CC(=O)NC(C)(C)C)C(=O)CCC(=O)Nc2nccs2)c(OC)c1	-51	-4	-6	29	-1	0.8	-3	-4	0
COc1ccc(-c2c3c(=O)n(C)c(=O)n(C)c3cn2-c2cc(OC)ccc2OC)cc1	8	18	0	1	-2	-0.9	3	20	9
CCc1cc(=O)oc2cc(C)cc(OC(C)C(=O)NCCN3CCOCC3)c12 (stereo unspecified)	10	8	-2	1	-1	-1.2	-2	13	-1
CCOCCCN(C(=O)CNC(=O)c1ccco1)C(C(=O)NC1CCCC1)c1cccc(OC)c1 (stereo unspecified)	-31	-8	-2	15	-4	2.0	-3	8	12
Cc1cc(-c2c(C)[nH]n(-c3ccccc3)c2=O)n(-c2ccccc2)n1	19	9	1	14	-3	0.7	2	4	-9
O=Cc1c(N2CCC3(CC2)OCCO3)nc2ccccn2c1=O	4	5	0	4	-4	-1.4	4	-7	1
CC(=O)c1c(C)[nH]c(C(=O)OC(C)C(=O)Nc2ccc(C)c(S(=O)(=O)N3CCOCC3)c2)c1C (stereo unspecified)	44	-7	-2	7	1	-0.5	-3	-12	2
COc1ccc(C(=O)N2c3ccc(F)cc3CCC2C)cc1OC (stereo unspecified)	22	32	-2	-5	-5	0.1	-2	12	30
O=C(NCCCNC(=O)c1ccco1)c1ccc(Cl)cc1	27	-2	-1	12	-4	2.4	-5	-9	-8
COc1cc(/C=N/Nc2snc(SC)c2C#N)cc(OC)c1OC	70*	-6	-1	21	-3	26	9	-18	-16
Cc1sc(NC(=O)CCS(=O)(=O)c2ccccc2)c(C#N)c1C	1	16	2	19	0	-0.8	-2	16	8
CCC(C)NS(=O)(=O)c1ccc(OCC(=O)NCC2CCCO2)cc1 (stereo unspecified)	11	-4	0	10	-2	0.0	-2	2	-11
COc1cc(C(C(=O)NC(C)(C)C)N(C(=O)CNC(=O)c2cccs2)c2ccccc2)cc(OC)c1OC (stereo unspecified)	8	2	-2	12	-4	0.4	0	-1	1
COC(=O)/C=C1/SC(=NC(=O)c2ccc(Cl)cc2)NC1=O	4	-2	1	14	-4	1.1	-2	1	-20
C=CCn1c(CNC(=O)c2cccs2)nnc1SCC(=O)c1ccc(Br)cc1	18	29	13*	-1	0	-0.7	0	1	7
CS(=O)(=O)c1cccc(C(=O)NCc2ccc(F)cc2)c1	9	21	0	-6	-3	-2.2	-2	16	5
COc1ccccc1CNC(=O)COC(=O)c1cc2ccccc2o1	13	-1	-1	16	-5	-0.4	-1	-5	-4
CCOC(=O)C1=C(C)NC(=O)C1CC(=O)O (stereo unspecified)	-6	-13	2	3	-4	0.7	-2	0	-16
COc1ccc(C(C#N)CCC2OCCO2)cc1OC (stereo unspecified)	-1	-14	0	15	-2	0.8	-2	11	-3
CCC(=O)N1CCN(c2ccccc2NC(=O)COc2cc(C)ccc2C(C)C)CC1	44	11	-2	20	-2	2.7	-1	31	11
CCCCn1c(SCC(=O)NCc2ccco2)nc2cc(S(N)(=O)=O)ccc21	16	-6	-7	8	-9	-3.1	1	4	-3
Cc1cccc(OCC(=O)Nc2nnc(S(=O)(=O)N3CCC(C)CC3)s2)c1	32	16	-4	2	-1	0.2	-2	16	5
Cc1ccsc1C(=O)N/N=C/C=C/c1ccccc1[N+](=O)[O-]	20	48*	0	24	1	2.7	2	49	62*
O=S(=O)(Cc1nnnn1-c1ccccc1)c1ccc(F)cc1	-9	-3	1	6	-3	-0.6	-3	-3	-3
CNC(=S)N/N=C/c1ccc(N(C)C)cc1	-21	17	-1	20	1	5.1	3	19	-9
Cc1cc(C)c(S(=O)(=O)NCc2cccs2)cc1C	18	16	-1	20	-5	-0.5	-1	28	-6
Cc1ccc2c(c1)NC(=O)C(N1CCOCC1)(C(F)(F)F)O2 (stereo unspecified)	18	24	0	7	-6	0.8	0	7	-3
COc1ccc2c(c1)cc1c(=O)n(CC(=O)NCCCOC(C)C)nc(C)n12	-26	19	0	-7	1	0.6	-1	17	5
Cc1cccc(CSc2nc(N)c(C#N)c(-c3cccs3)c2C#N)c1	30	16	13*	10	-2	-1.9	3	-14	-12
COc1ccc(-c2ccc3oc(-c4ccc(OC)cc4)c(-c4ccc(OC)cc4)c3c2)cc1	4	11	0	-3	-2	-0.5	0	-2	-6

Part of the list above in order of length of the SMILES, largest number first:
molecule	Mdm2 MdmX PPI	tim10-1 inh	NR3A LBD binder	NLRP3 yeast inh	APJ agonist	CHOP UPR activ	XBP1 UPR activ	tim23-1 inh	TIM10 inh
CCOCCCN(C(=O)CNC(=O)c1ccco1)C(C(=O)NC1CCCC1)c1cccc(OC)c1 (stereo unspecified)	-31	-8	-2	15	-4	2.0	-3	8	12
Cc1cc(-c2c(C)[nH]n(-c3ccccc3)c2=O)n(-c2ccccc2)n1	19	9	1	14	-3	0.7	2	4	-9
Cc1cccc(CSc2nc(N)c(C#N)c(-c3cccs3)c2C#N)c1	30	16	13*	10	-2	-1.9	3	-14	-12

Continued.
molecule	Mdm2 MdmX PPI	tim10-1 inh	NR3A LBD binder	NLRP3 yeast inh	APJ agonist	CHOP UPR activ	XBP1 UPR activ	tim23-1 inh	TIM10 inh
CN(C(=O)CSc1n[nH]c(N)n1)C1CCCCC1	-4	0	0	20	-1	-0.8	1	12	7
CC(C)(C)c1ccc(-c2noc(CNC(=O)c3ccco3)n2)cc1	-9	21	0	23	2	1.6	1	37	3
COc1cc(C(C#N)N2CCOCC2)ccc1O (stereo unspecified)	13	14	0	-6	0	-0.4	1	1	-11
COCCN(Cc1cc2cc(C)ccc2[nH]c1=O)S(=O)(=O)c1ccc(Cl)cc1	23	17	-1	2	4	2.0	-3	6	20
O=C1N[C@@H](Cc2cn(S(=O)(=O)c3ccccc3)c3ccccc23)C(=O)N[C@H]1Cc1ccccc1	-16	9	0	3	-1	0.2	-2	5	7
CCOC(=O)C1=C(COC(=O)CCOc2ccccc2)NC(=O)NC1C (stereo unspecified)	20	7	2	17	-2	-0.1	-1	5	-2
Cc1ccccc1C(=O)Nc1ccccc1N1CCN(C(=O)c2ccccc2)CC1	8	31	-2	3	6	1.0	-6	28	3
Cc1onc(-c2ccccc2)c1C(=O)Nc1ccc2c(C)cc(=O)oc2c1	-2	3	2	5	-9	-0.1	0	5	-10
CC1CCc2c(sc3ncn(N)c(=N)c23)C1 (stereo unspecified)	-2	12	-1	8	2	0.9	0	7	0
CN(CC(O)CN)CC(O)CN1CCCCC1 (stereo unspecified)	11	11	-10	13	-5	-1.2	-3	13	17
O=C(COc1ccc(Cl)cc1Cl)Nc1nc2n(n1)C(c1ccccc1)CC(=O)N2 (stereo unspecified)	27	1	-1	19	-3	-1.5	2	-5	-14
O=S(=O)(Nc1cccc(-c2cn3cccnc3n2)c1)c1ccc(-c2ccccc2)cc1	9	7	5	3	6	0.0	-2	15	-1
Cn1c(C(=O)N2CCCC(C(=O)NCc3ccc4c(c3)OCO4)C2)cc2sccc21 (stereo unspecified)	11	-8	-4	-9	-3	0.3	-1	3	-14
C=C(C)c1cc2c(ccc3ccc(=O)oc32)o1	6	22	-2	22	-1	1.2	5	16	9
COCCOC(=O)c1c(C)oc2ccc(OC(=O)c3ccco3)cc12	2	26	-2	28	-4	0.3	2	31	10
COC(=O)CCC(=O)NC1CC(C)(C)Cc2c1cnn2-c1ccccc1 (stereo unspecified)	10	21	-2	27	-1	-1.0	-3	11	4
Cc1ccc(S(=O)(=O)N(C)c2ccc(OCC(=O)OCc3c(C)noc3C)cc2)cc1	8	32	2	9	-4	7.8	-1	13	16
COc1ccc(C(C(=O)NC2CCCC2)N(C(=O)c2snc(-c3ccc(F)cc3)c2N)c2ccccc2)cc1 (stereo unspecified)	29	4	-3	-1	-4	19	32*	-6	-17
CCOC(=O)c1ccc(N2C(=O)CC(N3CCC(Nc4ccc(F)cc4)CC3)C2=O)cc1 (stereo unspecified)	-25	57*	2	32	-4	-0.3	-1	15	35
O=C(CNC(=O)[C@@H]1Cc2ccccc2CN1)NC1CCCCC1	-8	1	-13	6	3	1.9	-4	-5	2
COc1cc(-c2nnc(SCC(=O)N(C)C3CCS(=O)(=O)C3)o2)cc(OC)c1OC (stereo unspecified)	5	10	0	5	-1	-0.1	-1	0	-23
CCCCn1c(N)c(N(CC(C)C)C(=O)c2ccncc2)c(=O)[nH]c1=O	3	-4	0	13	-2	2.0	1	-3	8
CCCn1c(=O)c2ccccc2n2c(=S)[nH]nc12	-19	-10	0	-17	-4	1.8	1	9	-22
NC(=O)CSc1nc2ccc([N+](=O)[O-])cc2[nH]1	16	4	-2	-8	0	0.3	0	-1	-1
c1ccc(CC2CCN(Cc3nc(-c4ccccc4)no3)CC2)cc1	-38	34	2	20	-1	0.3	-3	33	14
Cn1cc([N+](=O)[O-])c(C(=O)NNC(=O)c2ccc([N+](=O)[O-])cc2Cl)n1	12	2	-3	6	-3	0.3	-1	7	20
COc1ccccc1OCC(=O)N1CC2(C)CC1CC(C)(C)C2 (stereo unspecified)	1	13	1	17	-1	0.5	1	3	32

Source: PubChem BioAssay
